# Screens (PubChem)
# POLI inh – qHTS for Inhibitors of Polymerase Iota; Pol iota fluorescent replication assay, 10 min; Potency, µM (top dose mostly 115 µM), for inactives: at the highest dose activity, negative = inhibition, hits mostly inhibitors; 390,000 compounds, 1% hits; also: potency is read from the fitted curve at half-maximal effect
#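 Fluorescent replication assay read twice, at 0 min and 10 min after adding 50 nM (final) substrate. Enzyme (10 nM) and compounds were first incubated 15 min at room temperature; enzyme-free buffer wells were negative controls.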
# POLK inh – qHTS for Inhibitors of Polymerase Kappa | DNA polymerase kappa (Homo sapiens), Q9UBT6 | purified Pol kappa, fluorescent DNA synthesis assay, 10 min | Potency, µM (series often up to 107 µM), without a hit: at the highest dose activity, negative = inhibition, actives largely listed as inhibitors | 400,000 compounds, 0.53% hits; also: potency is read from the fitted curve at half-maximal effect; % is scaled to controls: 0 for no effect and ±100 for the full control effect
# Target sequence (Q9UBT6 whole entry, looked up): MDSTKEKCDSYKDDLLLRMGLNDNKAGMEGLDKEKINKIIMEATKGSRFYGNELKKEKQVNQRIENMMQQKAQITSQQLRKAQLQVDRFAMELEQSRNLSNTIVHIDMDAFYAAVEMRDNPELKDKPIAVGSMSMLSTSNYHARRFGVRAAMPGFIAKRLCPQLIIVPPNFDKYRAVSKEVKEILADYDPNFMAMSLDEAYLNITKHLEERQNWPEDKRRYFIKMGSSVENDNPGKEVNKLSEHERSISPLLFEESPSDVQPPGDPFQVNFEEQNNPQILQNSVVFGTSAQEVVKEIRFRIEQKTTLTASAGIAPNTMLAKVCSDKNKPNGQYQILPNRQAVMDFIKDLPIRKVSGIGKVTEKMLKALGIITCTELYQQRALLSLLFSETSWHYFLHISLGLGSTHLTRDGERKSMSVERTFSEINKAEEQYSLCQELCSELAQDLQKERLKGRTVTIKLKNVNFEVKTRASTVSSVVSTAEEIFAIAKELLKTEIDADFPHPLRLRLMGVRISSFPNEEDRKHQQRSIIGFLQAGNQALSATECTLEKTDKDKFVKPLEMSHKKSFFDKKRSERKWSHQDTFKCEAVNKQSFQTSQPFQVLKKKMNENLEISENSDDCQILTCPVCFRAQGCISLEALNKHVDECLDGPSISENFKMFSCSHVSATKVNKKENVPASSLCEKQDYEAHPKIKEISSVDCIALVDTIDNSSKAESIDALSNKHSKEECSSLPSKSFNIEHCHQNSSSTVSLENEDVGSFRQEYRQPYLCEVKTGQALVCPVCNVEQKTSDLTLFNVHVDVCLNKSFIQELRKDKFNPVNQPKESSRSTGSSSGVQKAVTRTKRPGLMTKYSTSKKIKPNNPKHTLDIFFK
#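 50 nM final substrate added after 15 min RT preincubation of 10 nM Pol kappa with compound; fluorescence read at 0 and 10 min.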
# 12-LOX inh – Primary qHTS assay for inhibitors of human arachidonate 12S-lipoxygenase (ALOX12): Round 2. AID 1671190, 2021. 580,000 compounds, 1.1% hits. Potency, µM (highest dose often 108 µM), for the others: at the highest dose activity change, negative = inhibition, most hits filed as inhibitors. purified 12hLO, xylenol orange hydroperoxide absorbance. Polyunsaturated fatty acid lipoxygenase ALOX12 (Homo sapiens), P18054; also: potency is read from the fitted curve at half-maximal effect; % is scaled to controls: 0 for no effect and ±100 for the full control effect
#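 Purified human 12hLO (150 nM final) in 25 mM Hepes, 0.01% Triton X-100, pH 7.0 was preincubated 15 min at room temperature with compound. Then 40 uM arachidonic acid was added, 30 min. Hydroperoxide was read by Fe-XO absorbance ratio 573/405 nm.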
# Pol beta inh – qHTS Assay for Inhibitors of DNA Polymerase Beta | Pol beta primer extension/strand displacement, fluorescence kinetic | 340,000 compounds, 1.3% hits | AID 485314, 2010 | Potency, µM (highest dose often 114 µM), inactives show at the top dose activity change, negative = inhibition, most hits filed as inhibitors; also: potency is read from the fitted curve at half-maximal effect; % is scaled to controls: 0 for no effect and ±100 for the full control effect
#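 Curves were derived by four-parameter Hill fits of normalized qHTS data. The kinetic fluorescent primer-extension read was taken at 0 and 10 min after 50 nM substrate, following a 15 min room-temperature preincubation of 10 nM enzyme with compounds.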
# BLM inh – qHTS Assay for Inhibitors of Bloom's syndrome helicase (BLM); AID 2528, 2010; recombinant BLM DNA unwinding, fluorescence dequenching; RecQ-like DNA helicase BLM (Homo sapiens), P54132; Potency, µM (series often up to 56.1 µM), inactives show top-dose activity change, negative = inhibition, hits mostly inhibitors; 350,000 compounds, 0.2% hits;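 also: potency is read from the fitted curve at half-maximal effect; plate controls were vehicle for no effect and no enzyme for full effect; nearly all actives have a fitted effect of over 35% in size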
# TRHR ag – qHTS for Small Molecule Agonists and Allosteric Enhancers of Human TRH Receptor: Primary Screen for Agonists; Thyrotropin-releasing hormone receptor (Homo sapiens), P34981; TRHR cells, calcium flux fluo-8, FDSS agonist mode; activation, % at 2 µM; 360,000 compounds, 0.18% hits; in the data active = activation above about 30%; also: 0% is about no effect
#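 TRHR-expressing cells loaded with fluo-8 calcium dye; 23 nL library compound pin-transferred, kinetic FDSS fluorescence (Ex 480/Em 530) recorded about 180 s for agonist-induced calcium release, before a 10 nM TRH EC20 addition for potentiator mode.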
# Anesthetic bind – qHTS Assay for Identification of Novel General Anesthetics. Ferritin light chain (Equus caballus), P02791. apoferritin/1-aminoanthracene competitive binding, fluorescence. Potency, µM (doses to about 77.5 µM), for inactives: at the highest dose activity change, negative = displacement, most hits filed as inhibitors. 350,000 compounds, 0.074% hits. AID 485281, 2010; also: potency is read from the fitted curve at half-maximal effect; % is scaled to controls: 0 for no effect and ±100 for the full control effect; nearly all actives have a fitted effect of over 20% in size
# Target sequence (P02791 2-175 limits assumed): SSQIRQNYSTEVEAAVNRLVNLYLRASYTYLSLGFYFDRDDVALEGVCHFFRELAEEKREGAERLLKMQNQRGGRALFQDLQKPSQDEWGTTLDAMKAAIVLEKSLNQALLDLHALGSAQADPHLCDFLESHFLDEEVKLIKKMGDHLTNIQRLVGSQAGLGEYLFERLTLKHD
#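 10 uM apoferritin + 50% sat. 1-AMA, PBS; cpd 10 min RT; Ex380/Em535 endpoint; normalized to free probe vs complex; 4-param Hill fit; propofol titration as pos. ctrl.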
# ERG Ets-DNA blk – qHTS for Small Molecule Inhibitors of the ERG Ets/DNA interaction; 370,000 compounds, 0.028% hits; Transcriptional regulator ERG (Homo sapiens), P11308; Potency, µM (top dose mostly 76.9 µM), inactives show top-dose FP activity, negative = inhibition, usual class: inhibitors; fluorescence polarization, His-ERG Ets domain / labelled DNA; active = well fitted inhibition curve with a large enough effect in the polarisation, with a control signal flat; inconclusive = small, poorly fitted or top-dose-only effect, or effect the other way, or a change in a side signal; inactive = no such curve, though single readings can be large or run the other way; the % refers to the polarisation;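 also: polarization taken with two DNA probes labelled with fluorescein and Texas red; potency is read from the fitted curve at half-maximal effect; % of control where 0% means no effect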
#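 His-tagged ERG Ets domain (1 uM in the protein solution; 300mM KCl, 50mM Tris-HCl, 1mM EDTA, 1mM DTT, pH 7.5) received compound, then a probe mix of 5 nM fluorescein-DNA and 100nM Texas-615-DNA. Fluorescence polarization was read for both dyes.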
# APEX1 inh – qHTS Assay for Inhibitors of the Human Apurinic/apyrimidinic Endonuclease 1 (APE1). 350,000 compounds, 0.35% hits. DNA repair nuclease/redox regulator APEX1 (Homo sapiens), P27695. Potency, µM (top dose mostly 65.8 µM), for inactives: at the highest dose activity change, negative = inhibition, usual class: inhibitors. recombinant APE1, TAMRA/BHQ-2 abasic DNA cleavage fluorescence;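 also: potency is read from the fitted curve at half-maximal effect; plate controls were vehicle for no effect and reference inhibitor for full effect; nearly all actives have a fitted effect of over 55% in size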
#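 APE1 at 0.75 nM preincubated 15 min at room temperature with compound. Reaction then started with 50 nM double-stranded THF-abasic substrate labelled with TAMRA/BHQ-2, and 525/598 nm fluorescence read kinetically. Activity taken as third-minus-first read difference, normalized to DMSO and NSC13755 controls.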
# An asterisk follows results filed as active; ? = inconclusive; nt = not tested or not shown; & = joins results of further samples; [ ] = dose if it differs, or a comment. Unless noted, calls follow the shape of the dose curve; as a rule, active = well fitted curve in the direction sought with a large enough effect; inconclusive = small, poorly fitted or top-dose-only effect, or another doubt; inactive = no such curve, though single readings can be large; an effect the other way counts as inactive or inconclusive. Some of the compounds tested, so the mix of outcomes need not match the whole.
SMILES,POLI inh,POLK inh,12-LOX inh,Pol beta inh,BLM inh,TRHR ag,Anesthetic bind,ERG Ets-DNA blk,APEX1 inh
O=C(c1ccc2c(=O)n(CCc3ccccc3)c(=O)[nH]c2c1)N1CCN(c2ccc(Cl)cc2)CC1,14.6%,4.6%,-22.2%,1.6%,0.4%,0.3,-6.9%,11.6%,nt
NCC12CC3CC(C1)CC(CN)(C3)C2,-1.3%,8.0%,-20.1%,5.5%,3.5%,-0.5,-0.4%,0.3%,-3.7%
NS(=O)(=O)c1ccc(NC(=O)COC(=O)COc2ccc(Cl)cc2)cc1,-17.6%,-19.8%,-18.4%,18.0%,-8.8%,0.6,?,-0.2%,-4.6%
O=C(NCCN1CCCCC1)Nc1cccc(F)c1,-4.7%,3.1%,-24.1%,0.7%,-4.8%,0.4,0.2%,4.6%,50.4%[activator]
CCCOc1ccc(C(=O)N2CCCC2C(=O)O)cc1 (centres undefined),-5.6%,-10.7%,?,33.7%,-1.4%,0.5,-6.6%,nt,0.3%
CCOC(=O)C(C)Sc1ncnc2c1c(-c1ccccc1)cn2-c1ccc(OC)cc1 (centres undefined),13.7%,-0.2%,-7.2%,6.1%,-4.9%,0.2,14.9%,-7.1%,-3.8%
Cc1nc(CNS(=O)(=O)c2ccc(Oc3ccccc3)cc2)cs1,5.8%,-6.8%,-18.3%,17.3%,-2.4%,-1.1,4.0%,nt,-3.9%
COc1cc(C)ccc1OCCOCCOc1ccccc1Br,-11.8%,-38.8%,-15.2%,13.0%,-7.4%,0.1,32.7%[activator],-5.3%,-2.4%
Cc1cc(OCC(=O)NC(C)C)ccc1Cl,4.2%,1.3%,12.2%,4.5%,0.2%,-0.7,-7.5%,-1.1%,20.5%
Cc1ccc(S(=O)(=O)NC2c3cccc4cccc(c34)C2Sc2nc(C)cc(C)n2)cc1 (centres undefined),5.3%,-17.6%,-6.4%,19.0%,-4.1%,0.4,-7.9%,3.0%,-5.6%
Cc1cc(C)cc(NC(=O)/C=C/c2ccc([N+](=O)[O-])s2)c1,0.8%,5.9%,-25.9%,4.6%,-2.7%,-0.1,-4.0%,-3.7%,4.5%
CC(=O)c1ccc(S(=O)(=O)Nc2ccc(C(=O)NCC(c3cccs3)N3CCOCC3)cc2)cc1 (centres undefined),-2.1%,-5.3%,2.7%,nt,nt,0.8,nt,-11.9%,19.7%
CCCCOc1cc(CC2CNC(=O)N2)ccc1OC (centres undefined),-0.5%[58.9 µM],3.0%[60.1 µM],-17.3%,-4.9%[57.1 µM],-1.5%,nt,nt,?,-2.1%&7.7%&3.9%
OCCC1CN(CCCn2cccn2)CCN1Cc1ccccc1 (centres undefined),37.7%[activator],5.0%,14.7%,11.0%,-1.5%,0.8,-5.4%,7.5%,10.2%
Cn1cccc1-c1cc(C(=O)N/N=C/c2ccccc2Cl)[nH]n1,10.9%,-14.8%,10.3%,?,-6.4%,0.7,-10.1%,5.4%,-1.1%
CN1CCN(c2nnc(-c3cccs3)c3ccccc23)CC1,137.2%[activator],-21.5%,3.0%,10.8%,-0.1%,-1.8,-17.4%,-10.1%,-0.6%
CCOC(=O)c1ccc(NC(=O)CN2C(=O)CN(C(C)=O)C2=S)cc1,-0.3%,-13.9%,1.7%,-4.2%,-7.3%,3.0,-3.6%,-5.1%,17.1%
COc1ccccc1Cn1c(CNS(=O)(=O)c2c(C)cc(C)cc2C)nc2cccnc21,-9.7%,-4.1%[60.1 µM],-9.1%,2.4%,-3.6%,0.4,25.3%,0.6%,nt
COc1ccc(N(CC(=O)N2c3ccccc3CC2C)S(=O)(=O)c2c(C)nn(C)c2C)cc1 (centres undefined),21.3%,6.3%,?,?,-2.8%,-0.2,-21.8%,-7.4%,-3.8%
CCCn1c(SCC(=O)N2CCOCC2)nnc1-c1ccncc1,39.5%[activator],-1.1%,-2.6%,6.3%,-3.1%,-0.2,7.1%,0.4%,5.1%
COc1ccc(CNS(=O)(=O)c2ccc3c(c2)N(C(C)=O)CC(C)S3)cc1 (centres undefined),-1.4%,-17.7%,0.7%,4.4%,-1.9%,-0.2,-4.9%,-4.2%,-9.0%
COc1ccc2c(c1)CC(C(=O)Nc1c(C)cc(C)cc1C)CO2 (centres undefined),23.6%,0.5%[60.1 µM],0.1%,24.2%,-0.1%,-0.3,4.2%,4.3%,nt
COCCNc1nc(-c2ccccc2CN(C)C)nc2ccccc12,nt,-5.9%[60.1 µM],-1.9%,nt,102.0%[activator],nt,-2.1%,nt,12.3%
COc1ccccc1CNc1ccnc(-c2ccc(C(=O)N(C)C)cc2)n1,nt,1.5%[60.1 µM],?,nt,3.3%,nt,nt,nt,4.9%
O=C(c1ccco1)N1CCN(S(=O)(=O)c2cccc([N+](=O)[O-])c2)CC1,130.9%[activator],-11.2%,10.9%,11.2%,-5.6%,0.1,-11.5%,-12.5%,-2.5%

# Three entries from above, tab-delimited:
mol	POLI inh	POLK inh	12-LOX inh	Pol beta inh	BLM inh	TRHR ag	Anesthetic bind	ERG Ets-DNA blk	APEX1 inh
NCC12CC3CC(C1)CC(CN)(C3)C2	-1.3%	8.0%	-20.1%	5.5%	3.5%	-0.5	-0.4%	0.3%	-3.7%
NS(=O)(=O)c1ccc(NC(=O)COC(=O)COc2ccc(Cl)cc2)cc1	-17.6%	-19.8%	-18.4%	18.0%	-8.8%	0.6	?	-0.2%	-4.6%
O=C(NCCN1CCCCC1)Nc1cccc(F)c1	-4.7%	3.1%	-24.1%	0.7%	-4.8%	0.4	0.2%	4.6%	50.4%[activator]

# Next part:
SMILES,POLI inh,POLK inh,12-LOX inh,Pol beta inh,BLM inh,TRHR ag,Anesthetic bind,ERG Ets-DNA blk,APEX1 inh
O=C(NCC1CCCO1)C1CC(=O)N(C2CCCCCC2)C1 (centres undefined),8.2%,-7.8%,7.7%,1.3%,-0.7%,1.3,-10.5%,nt,-1.4%
Cc1ccc(C)c(NC(=O)CCc2nnc3ccc(NCc4ccco4)nn23)c1,?,-14.9%,1.0%,-16.2%,-10.1%,0.5,-15.7%,0.6%,29.3%
Cc1cc(C(=O)CSc2nnc(Cc3ccccc3)o2)c(C)n1Cc1ccc2c(c1)OCO2,-3.4%,-17.8%,-15.3%,-14.7%,-19.6%,-1.1,-10.6%,-7.5%,14.6%
Cc1ccc(S(=O)(=O)NCc2ccccc2)cc1C(=O)NCC(C)(C)N1CCOCC1,12.4%,-16.5%,1.3%,nt,nt,-0.4,nt,11.0%,-3.2%
CCCCn1c(=O)c(F)cn(Cc2ccc(OC)c([N+](=O)[O-])c2)c1=O,1.1%,-5.6%,-5.2%,80.6%,-3.1%,16.9,2.7%,nt,-5.1%
CC(C)CCNCC(=O)NC(c1ccccc1)c1ccccc1,148.9%[activator],10.7%,-8.2%,-24.7%,-0.8%,0.3,-10.2%,6.1%,1.2%
C#CCOCCOCCOCCNc1nc(OC)nc(N2CCN(C(=O)[C@H](CCC(=O)O)n3cc(C(N)CO)nn3)CC2)n1 (some centres undefined),?,-36.9%,-9.9%,nt,nt,0.1,nt,0.0%,-6.7%
Cc1nc(NC(=O)CSC2=NCCS2)sc1C(=O)N(C)C,-5.4%,-15.9%,-23.3%,-1.2%,-12.0%,1.4,-4.8%,-6.8%,7.9%
O=C(NCCc1c[nH]c2ccccc12)c1cnc2sccn2c1=O,12.6%,4.6%,7.1%,-1.1%,-1.6%,-0.2,-17.7%,8.8%,0.2%
COc1ccc(-c2cc(C(=O)Nc3cccc(Cl)c3)no2)cc1,11.8%,-8.9%,-5.1%,2.3%,-1.2%,0.6,2.7%,-3.2%,66.0%[activator]
COC(=O)c1ccccc1NS(=O)(=O)c1ccc2c(c1)oc(=O)n2C,2.7%,-1.7%,0.0%,7.0%,-4.1%,-0.1,-20.8%,-4.3%,27.9%
COc1ccc(C2c3c(-c4ccccc4O)n[nH]c3C(=O)N2CCc2ccc(OC)c(OC)c2)cc1 (centres undefined),-9.1%,-11.8%,-16.7%,?,-14.2%,-0.3,9.5%,9.3%,?
O=C(COc1ccc(S(=O)(=O)N2CCOCC2)cc1)Nc1ccc2c(c1)OCCO2,-5.8%,-3.6%,11.3%,3.1%,-8.8%,0.0,7.1%,nt,24.2%
O=C(COc1cccc(Oc2ccccc2)c1)Nc1ncccn1,-2.8%,-8.6%,0.0%,0.9%,-7.1%,-0.6,2.4%,5.9%,14.2%
CCc1cccc(NC(=O)Cc2ccc(OC)c(OC)c2)c1,7.6%,-2.2%,-4.2%,13.8%,-1.0%,1.0,-8.6%,8.5%,0.9%
COc1cc(C(C)=O)ccc1OCC(O)CNCC1(N2CCCCC2)CCCCC1 (centres undefined),39.7%[activator],-6.2%,-25.2%,-1.4%,-5.0%,0.3,-12.7%,3.5%,0.4%
COc1cccc(CNC(=O)CCc2nc3cc(S(=O)(=O)N4CCOCC4)ccc3n2C)c1,29.5%,4.0%,15.6%,nt,nt,0.3,nt,-2.2%,-0.2%
